Compound activity deposited in PubChem BioAssay by National Center for Advancing Translational Sciences (NCATS).
Tb PFK inh: qHTS Assay to Find Inhibitors of T. brucei phosphofructokinase; ATP-dependent 6-phosphofructokinase (Trypanosoma brucei brucei), O15648; T. brucei PFK, ADP-Glo luminescence; Potency, µM (titrated, usually from 57.5 µM), for the others: at the highest dose activity, negative = inhibition, hits mostly inhibitors; 0.17% of 330,000 active;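 note: potency is the fitted concentration of half-maximal effect; 0% = uninhibited 1x PFK enzyme wells and -100% = no-enzyme wells; nearly all actives have a fitted effect of over 60% in size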
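ADP-Glo luminescence quantified ADP after 45 min at room temperature, with 1.25 nM T. brucei PFK, 0.1 mM ATP and 0.5 mM fructose-6-phosphate in pH 8.0 TEA buffer. qHTS titrations up to 57 µM; curves classified by quality.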
TRPV1 ag: HTS Assay for Compounds that Act as Agonists of the Vanilloid Receptor 1; Transient receptor potential cation channel subfamily V member 1 (Homo sapiens), Q8NER1; TRPV1-expressing cells, Fluo-8 calcium influx, agonist mode; activation, % at 8.33 µM; 0.19% of 320,000 active; in the data active = activation above about 80%; inconclusive = between about 30% and that limit; note: 0% is about no effect
Target sequence (Q8NER1 whole entry, looked up): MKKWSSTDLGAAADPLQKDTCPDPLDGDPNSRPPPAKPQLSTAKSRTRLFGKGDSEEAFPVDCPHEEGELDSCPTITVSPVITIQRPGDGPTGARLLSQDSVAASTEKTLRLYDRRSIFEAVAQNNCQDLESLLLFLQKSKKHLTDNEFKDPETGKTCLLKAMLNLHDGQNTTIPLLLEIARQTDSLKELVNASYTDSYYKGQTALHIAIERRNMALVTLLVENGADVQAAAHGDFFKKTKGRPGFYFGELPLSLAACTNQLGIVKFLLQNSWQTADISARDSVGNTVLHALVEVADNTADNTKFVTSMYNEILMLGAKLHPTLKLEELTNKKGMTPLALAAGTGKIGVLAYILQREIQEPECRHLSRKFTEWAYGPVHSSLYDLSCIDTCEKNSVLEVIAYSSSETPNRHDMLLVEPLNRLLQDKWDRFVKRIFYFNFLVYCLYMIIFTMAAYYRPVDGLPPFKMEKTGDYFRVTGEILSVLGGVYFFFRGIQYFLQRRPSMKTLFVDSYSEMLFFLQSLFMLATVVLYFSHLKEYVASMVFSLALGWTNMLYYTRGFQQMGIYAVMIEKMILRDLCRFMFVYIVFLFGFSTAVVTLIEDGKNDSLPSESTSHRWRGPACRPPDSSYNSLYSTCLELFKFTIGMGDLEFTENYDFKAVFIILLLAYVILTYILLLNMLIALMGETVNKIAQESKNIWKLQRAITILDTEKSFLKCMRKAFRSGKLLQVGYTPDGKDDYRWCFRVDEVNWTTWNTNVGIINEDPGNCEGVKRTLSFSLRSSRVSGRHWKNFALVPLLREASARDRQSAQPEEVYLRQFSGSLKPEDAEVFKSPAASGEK
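Cells expressing TRPV1 were dye-loaded with Fluo-8 and read kinetically: 10 s baseline, 3 min after compound (agonist portion), then 2 min after EC20 capsaicin (allosteric enhancer portion). Calcium-bound dye fluorescence at 480/520 nm.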
p53 reactivator: qHTS assay for re-activators of p53 using a Luc reporter; AID 504706, 2011; H1299 p53-A138V BP100-luciferase reporter, luminescence, 24 h; Potency, µM (series often up to 92.2 µM), without a hit: at the top dose activity change, positive = activation, actives largely listed as activators; 0.063% of 320,000 active; note: potency is the fitted concentration of half-maximal effect; % of control where 0% means no effect; nearly all actives have a fitted effect of over 45% in size
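p53-null H1299 cells stably carrying temperature-sensitive p53-A138V and a BP100-luciferase reporter were pinned with compounds (4-point, 1:5 series) and held 24 hrs at 37 deg C. Luminescence was read 10 min after detection reagent.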
VP16 counter: VP16 counterscreen qHTS for inhibitors of ROR gamma transcriptional activity; Drosophila S2 Gal4-VP16 UAS-luciferase, luminescence, 20 h; Potency, µM (titrated, usually from 53.6 µM), without a hit: at the highest dose activity, negative = inhibition, actives largely listed as inhibitors; 3.5% of 310,000 active; AID 2546, 2010;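 note: Gal4-VP16 expression switched on by copper sulfate through the metallothionein promoter; potency is the fitted concentration of half-maximal effect; % is set by controls: 0 for no effect and ±100 for the full control effect; nearly all actives have a fitted effect of over 50% in size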
Rab9 promoter act: qHTS Assay for Rab9 Promoter Activators; Huh7 Rab9 promoter-luciferase reporter, luminescence, 24 h; Potency, µM (titrated, usually from 9.22 µM), for inactives: at the top dose activation, negative = inhibition, actives largely listed as activators; 2.8% of 320,000 active; note: potency is the fitted concentration of half-maximal effect; % of control where 0% means no effect; nearly all actives have a fitted effect of over 60% in size
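Using Huh7 cells stably transfected with Rab9 promoter–luciferase, compounds were incubated 24 h at 37 °C, 5% CO2; luciferase luminescence was read 10 min after reagent addition.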
FLuc counter: qHTS profiling assay for firefly luciferase inhibitor/activator using purifed enzyme and Km concentrations of substrates (counterscreen for miR-21 project). Luciferin 4-monooxygenase (Photinus pyralis), P08659. 6.9% of 360,000 active. purified FLuc, Km substrates, luminescence inhibition. AID 588342, 2011. Potency, µM (series often up to 57.5 µM), without a hit: at the top dose activity change, negative = inhibition, hits mostly inhibitors;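 note: potency is the fitted concentration of half-maximal effect; plate controls were vehicle for no effect and reference inhibitor for full effect; nearly all actives have a fitted effect of over 55% in size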
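Purified P. pyralis luciferase (10nM final) with 10uM D-luciferin and 10uM ATP (Km levels) in 50mM Tris acetate pH 7.5, 10mM Mg acetate, 0.01% Tween-20, 0.05% BSA; qHTS 6-point titration, ~60 µM downward; luminescence read.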
BRCA1 expr up: qHTS Assay to Identify Small Molecule Activators of BRCA1 Expression. 1.1% of 380,000 active. Potency, µM (top dose mostly 46.1 µM), for the others: top-dose activation, actives largely listed as activators. MCF7-BRCA1-FFLuc reporter, luminescence, 48 h; response scale: scaled: vehicle 0%, 10 µM genistein 100%; note: potency is the fitted concentration of half-maximal effect; nearly all actives have a fitted effect of over 80% in size; some results filed as inactive show a strong effect at the top dose
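Activators of BRCA1 expression were detected as increased firefly luciferase luminescence in engineered MCF7 cells after 48 h compound incubation. Signals were scaled to genistein 10 microM as full activation.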
NPC1 promoter act: qHTS Assay for NPC1 Promoter Activators; Huh7 NPC1 promoter luciferase reporter, 24 h; Potency, µM (series often up to 9.22 µM), for the others: at the top dose activation, usual class: activators; 2.4% of 320,000 active; AID 485313, 2010;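 note: potency is the fitted concentration of half-maximal effect; % of control where 0% means no effect; nearly all actives have a fitted effect of over 60% in size; reporter is driven by a mutant NPC1 promoter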
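NPC1 promoter–luciferase Huh7 cells; 24 h compound; luminescence.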
RORgamma inh: qHTS for inhibitors of ROR gamma transcriptional activity; Potency, µM (highest dose often 53.6 µM), for the others: at the highest dose activity change, negative = inhibition, most hits filed as inhibitors; Drosophila S2 Gal4-RORgamma UAS-luciferase reporter, 20 h; Nuclear receptor ROR-gamma (Mus musculus), P51450; 5.4% of 310,000 active; note: potency is the fitted concentration of half-maximal effect; % is set by controls: 0 for no effect and ±100 for the full control effect; nearly all actives have a fitted effect of over 60% in size
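Luciferase reporter read in Schneider cells carrying Gal4-RORγ (mouse) and UAS-Photinus luciferase; cells given compound 1 h before 700 uM copper sulfate induction, then incubated 20 h at ambient temperature.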
ELG1 repair inh: qHTS screen for small molecules that inhibit ELG1-dependent DNA repair in human embryonic kidney (HEK293T) cells expressing luciferase-tagged ELG1 | Potency, µM (titrated, usually from 46.1 µM), for the others: at the top dose activity change, negative = inhibition, actives largely listed as inhibitors | 2.3% of 330,000 active | HEK293T ELG1-luciferase reporter, luminescence, 16 h; DNA damage induced by 5-fluorouridine; note: potency is the fitted concentration of half-maximal effect; % is set by controls: 0 for no effect and ±100 for the full control effect; nearly all actives have a fitted effect of over 55% in size
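Quantitative HTS, concentration-response format. 2,000 cells/well co-treated with 5-fluorouridine and compound, 16 hr in 5% CO2 at 37 °C; ONE-Glo luminescence read after 30 min.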
ELG1 genotoxic: qHTS screen for small molecules that induce genotoxicity in human embryonic kidney (HEK293T) cells expressing luciferase-tagged ELG1. HEK293T ELG1-luciferase reporter, luminescence, 16 h. Potency, µM (doses to about 46 µM), for the others: top-dose activity change, positive = activation, actives largely listed as activators. 1.3% of 330,000 active; note: potency is the fitted concentration of half-maximal effect; % of control where 0% means no effect; nearly all actives have a fitted effect of over 60% in size
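ELG1-luciferase HEK293T cells, 2,000/well; compound pinned in; 16 hr, 37 °C, 5% CO2; ONE-Glo, 30 min RT; luminescence on CCD imager.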
Numbers without * were called inactive; ? = inconclusive; . = not tested or not shown; & = joins results of further samples; [ ] = dose if it differs, or a comment. Unless noted, calls come from the whole dose curve; as a rule, active = well fitted curve in the direction sought with a large enough effect; inconclusive = small, poorly fitted or top-dose-only effect, or another doubt; inactive = no such curve, though single readings can be large; an effect the other way counts as inactive or inconclusive.

Screens in order – Tb PFK inh, TRPV1 ag, p53 reactivator, VP16 counter, Rab9 promoter act, FLuc counter, BRCA1 expr up, NPC1 promoter act, RORgamma inh, ELG1 repair inh, ELG1 genotoxic
Cn1ncc(Cl)c1C(=O)Nc1ccc2c(c1)CCC2
    ?, ?, ., ., ?, ?, 1%, 26%, ., ?, -2%
CCC(C)n1c(=O)c2sccc2n2c(CCCC(=O)N3CCC(C(N)=O)CC3)nnc12 (configuration not stated)
    1%, -3, -1%, 1%, -2%, 2%, 0%, -3%, -1%, 14%, 0%
COc1ccc(-c2cc(C)no2)cc1S(=O)(=O)N1CCN(c2ccc([N+](=O)[O-])cc2)CC1
    -4%, -5, -3%, 5%, -17%, 2%, -19%, -22%, 6%, -20%, -6%
Cn1cnc2c1c(=O)[nH]c(=O)n2Cc1ccccc1
    0%, 2, 27%, -5%, 3%, 1%, -9%, -5%, -13%, ?, ?
O=C(Nc1ccccc1)C1CC(=O)N(c2ccc3c4c(cccc24)CC3)C1 (configuration not stated)
    -3%, 2, -5%, 4%, -4%, 3%, -1%, -6%, 31%, -2%, -2%
O=C(CCCOc1ccc(Cl)cc1Cl)N/N=C/c1cccc([N+](=O)[O-])c1
    -2%, -8, -12%, -12%, -4%, 10%, -2%, -2%, 19%, -8%, 0%
CCc1noc(C)c1C(=O)Nc1ccccc1C(C)(C)C
    0%, 3, 0%, -12%, 3%, 1%, -3%, -6%, -15%, 6%, -1%
O=C(CCCCCN1C(=O)c2cccc3cccc(c23)C1=O)NCCO
    5%, 5, 1%, -7%[10 µM], 2%, ?, -1%, -2%, -30%, 10%, 6%
CC(=O)c1ccc2c(c1)OCCOCCOCCOCCOCCO2
    -4%, 1, 0%, -5%, -2%, -4%, -6%, -7%, -12%, 0%, -2%
Cc1ccc(S(=O)(=O)N/N=C(\c2ccccc2)c2cccnc2)cc1
    1%, -1, 1%, 2%[10 µM], -4%, 0%, 1%, -8%, 16%, -27%, -7%
CCN(CC)S(=O)(=O)c1ccc(NS(=O)(=O)c2cccc(C)c2)cc1
    -4%, 0, -3%, 8%, 2%, -1%, 2%, -1%, 12%, 9%, 0%
COC(=O)[C@H](Cc1ccccc1)NC(=O)N1CCCCC1C (some centres not stated)
    2%, -1, 3%, 5%, 20%, -6%, 41%, 12%, ?, ?, 5%
CCc1ccccc1NC(=O)c1ccc(NS(C)(=O)=O)cc1
    4%, 0, -1%, 3%, -8%, -3%, 14%, 1%, 18%, -22%, -7%
Cc1ccc(S(=O)(=O)/N=C(\Nc2cccc(C)c2)Nc2nc(C)cc(C)n2)cc1
    -3%, 24, 8%, -18%, -4%, -2%, -18%, -1%, -4%, 11%, -3%
COc1ccc2[nH]cc(CCNC(=O)c3ccc([N+](=O)[O-])cc3)c2c1
    2%, 23, -2%, -4%, -4%, -15%, -5%, -19%, 7%, ?, -7%
O=C(Nc1ccc2c(c1)OCCO2)c1cccc(S(=O)(=O)N2CCCCC2)c1
    -1%, 10, 5%, 11%, -6%, ?, -28%, -2%, 13%, 5%, 9%
O=C(NN=C1CCCCCCC1)C(=O)NC1CCCCC1
    -2%, -1, 5%, 8%, -2%, 0%, -8%, 1%, -2%, 10%, 1%
Cc1ccc(S(=O)(=O)NCCc2nnc3ccc(SCC(=O)Nc4nc5ccccc5s4)nn23)cc1
    -3%, 6, 1%, 3%, -3%, 4%, ., -1%, 26%, -3%, 2%
COc1ccc(OC)c(NC(=O)CSc2nc3ccccc3cc2Cc2ccccc2)c1
    -11%, 1, -1%, -3%, 16%, 0%, -29%, 1%, -9%, -2%, -1%
Cc1cc(C(=O)N2CCCC(N3CCN(c4cccc(Cl)c4)CC3)C2)n(C)n1 (configuration not stated)
    -3%, 0, -2%, -2%, 0%, -2%, -10%, 2%, 1%, -2%, -6%
Cc1ccc(C(=O)OCC(=O)Nc2ccc(S(N)(=O)=O)cc2)c(O)c1
    -22%, -5, -4%, -8%, -4%, 0%, 3%, -5%, -2%, -6%, -2%
Cc1ccccc1C(=O)NC(=S)Nc1ccc(N2CCOCC2)cc1
    0%, 2, 1%, ?, 16%, ?, 0%, 8%, 20µM*, -19%, -2%
CCOC(=O)C1(Cc2ccccc2)CCCN(Cc2ccccn2)C1 (configuration not stated)
    -2%, 8, -1%, -12%, -8%, 0%, 0%, 1%, 13µM*, -1%, -6%
CCOc1ccccc1Nc1ncccc1C(=O)N1CCCC1
    -8%, -6, 5%, ?, 1%, 4%, -16%, -1%, ?, -20%, -6%
COc1cccc(C(C(=O)NC2CCCC2)N(Cc2cccnc2)C(=O)Cc2cccs2)c1 (configuration not stated)
    -5%, -2, 5%, -5%, 1%, 0%, -15%, 1%, 34%, 0%, -1%
Fc1ccccc1N1CCN(c2nc3ccccc3n3nnnc23)CC1
    0%, -11, 12%, -1%[0.365 µM], 7%, -8%, -21%, 12%, 12%, 0%, 12%
O=C(COc1cccnc1[N+](=O)[O-])NCCc1ccc(Cl)cc1Cl
    -1%, 6, 18%, 6%, 1%, 1%, 9%, -7%, 28%, -4%, -2%
O=C(NCn1ccc(=O)[nH]c1=S)c1ccccc1
    -1%, -1, -12%, -3%, -4%, -1%, -8%, -7%, -8%, -4%, 0%
CCCOc1ccc(C(=O)c2nc3c(n2O)CCCCC3)cc1
    -1%, 1, 20%, 20µM*, 1%, -4%, 3%, 9%, 14%, 3%, -7%
O=S(=O)(NCc1cccnc1)c1ccc(Cl)s1
    -1%, -1, 8%, ?, 5%, 0%, 9%, 0%, -92%, -10%, 1%

Entries listed so far printed as active in RORgamma inh.
SMILES	Tb PFK inh	TRPV1 ag	p53 reactivator	Rab9 promoter act	BRCA1 expr up	NPC1 promoter act	RORgamma inh
Cc1ccccc1C(=O)NC(=S)Nc1ccc(N2CCOCC2)cc1	0%	2	1%	16%	0%	8%	20µM*
CCOC(=O)C1(Cc2ccccc2)CCCN(Cc2ccccn2)C1 (configuration not stated)	-2%	8	-1%	-8%	0%	1%	13µM*

Continuation:
Screens in order – Tb PFK inh, TRPV1 ag, p53 reactivator, VP16 counter, Rab9 promoter act, FLuc counter, BRCA1 expr up, NPC1 promoter act, RORgamma inh, ELG1 repair inh, ELG1 genotoxic
CCOC(=O)c1csc(NC(=O)CSc2nnnn2-c2ccc(OC)cc2)n1
    -3%, 4, -13%, -1%, -2%, 3%, -20%, 1%, 21%, 1%, 0%
CCN(CC)S(=O)(=O)c1ccc(-c2nnc(SCC(=O)Nc3ccc4c(c3)OCO4)o2)cc1
    -1%, 3, -2%, -26%, -1%, -5%, 0%, 4%, ?, 6%, 5%
CN(C)c1nc(-c2ccccc2)c2cnn(Cc3ccccc3)c2n1
    3%, ., -5%, 11%, 10%, -5%, -56%, 0%, -31%, ?, -2%
CC(=O)N/N=c1\sc2ccccc2n1C
    0%, 3, -3%, -4%, 21%, 2%, -9%, -4%, -15%, 11%, -7%
Cc1ccc(NC(=O)CCSc2ccccn2)cc1
    0%, 23, ?, -20%, 3.2µM*, 6µM*, ?, 3.5µM*, 7%, ?, ?
COc1ccc(NC(=O)C23CC4CC(C2)CC(n2cnc(Br)n2)(C4)C3)c(OC)c1
    -2%, 1, -2%, -41%, -3%, 0%, 0%, 17%, 5.6µM*, 0%, -19%
O=C(NC(=S)Nc1ccc2oc(=O)ccc2c1)c1cc2ccccc2o1
    0%, 3, -1%, 6%, -3%, 1%, -4%, 3%, 12%, 1%, 2%
O=C(NCc1ccccc1)c1ccc(S(=O)(=O)N2CCCC2)cc1
    -8%, 0, -4%, 10%, -2%, -1%, 1%, -3%, 45%, -21%, 3%
Cc1cc(OCC(=O)Nc2ncn[nH]2)ccc1Cl
    ?, 1, 26%, ., 11%, -19%&-15%, 0%, -2%, ., ?, ?
